Source: PubChem (Southern Research Specialized Biocontainment Screening Center)
Salmonella PhoP GFP – PhoP regulon inhibitors, Salmonella typhi PhoP promoter GFP reporter, confirmatory (AID 1850). Salmonella Typhi PhoP-promoter GFP reporter, fluorescence, 4 h; higher % means a stronger effect. inhibition, % at 50 µM, or IC50 in µM where a hit was titrated. actives 0.33% (n = 310,000); in the data active = a potency from the dose series; inconclusive = inhibition mostly from about 25% at the one dose, without a potency; inactive = the rest, 99 in 100 with inhibition below about 19%;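 also: 0% = induced wells with vehicle and 100% = uninduced wells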
H1N1 NS1A inhibition – H1N1 influenza NS1A inhibitors, functional cell based assay (AID 504329); actives 0.3% (n = 340,000); NS1A functional cell-based assay, percent inhibition; higher % means a stronger effect; one-dose inhibition, % at 12.5 µM; IC50 in µM for titrated hits; in the data active = a potency from the dose series; inconclusive = inhibition above about 27% without an active follow-up result; also: strong numbers were not always called active
tuberculosis growth – growth inhibition of non-replicating M. tuberculosis (AID 488890); actives 0.39% (n = 320,000); one-dose inhibition, % at 25 µM; IC50 in µM for titrated hits; Mycobacterium tuberculosis non-replicating, growth inhibition; higher % means a stronger effect; in the data active = a potency from the dose series; inconclusive = inhibition mostly from about 82% at the one dose, without a potency; inactive = the rest, 99 in 100 with inhibition below about 76%;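 also: plate controls were DMSO cells for no effect and high antibiotic wells for full effect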
M. tuberculosis HTS – M. tuberculosis growth inhibition, HTS (AID 449762). actives 0.59% (n = 330,000). one-dose inhibition, % at 25 µM; IC50 in µM for titrated hits. M. tuberculosis H37Rv growth inhibition, 7H9 media; higher % means a stronger effect; in the data active = a potency from the dose series; inconclusive = inhibition above about 70% without an active follow-up result;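 also: bacterial growth assessed after seven days of incubation; strong numbers were not always called active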
inhibitors of VEEV – inhibitors of VEEV TC-83 cytopathic effect, confirmation, Vero cells (AID 588727); actives 0.13% (n = 350,000); Vero cells, VEEV TC-83 cytopathic effect inhibition; higher % means a stronger effect; inhibition, % at 20 µM, or IC50 in µM where a hit was titrated; in the data active = a potency from the dose series; inconclusive = inhibition mostly from about 14% at the one dose, without a potency; inactive = the rest, 99 in 100 with inhibition below about 12%; also: strong numbers were not always called active
inhibitors of VEEV 10K pilot screen – second read-out of inhibitors of VEEV, no call of its own (marks repeat the call); inhibition, %; measured here: 10K pilot screen inhibition
* marks the source's active call; other numbers are inactive results; i = inactive; ? = inconclusive; nt = no result given.

SMILES | Salmonella PhoP GFP | H1N1 NS1A inhibition | tuberculosis growth | M. tuberculosis HTS | inhibitors of VEEV | others
O=C(COc1ccc2c(c1)oc(=O)c1ccccc12)N[C@@H](Cc1c[nH]c2ccccc12)C(=O)O | 17% | 2% | 5% | -6% | 1.5%
CC1CN(c2nc3ccccc3nc2C(C#N)C(=O)OC2CCCCC2)CC(C)O1 (centres undefined) | -55% | 0% | 1% | -2% | i | inhibitors of VEEV 10K pilot screen=1.8
COc1cc(-c2noc(C)c2C#CCO)cc(OC)c1OC | 14% | 0% | 8% | -7% | 1.0%
Cc1cc(C)cc(NC(=O)C2CCCN(S(=O)(=O)c3c(C)noc3C)C2)c1 (centres undefined) | -24% | 1% | 10% | -8% | i
Cc1ccc2c(c1)c(N=NC(N)=S)c(O)n2Cc1ccccc1 | 1% | -7% | 55% | 3% | i
CCCc1ccc(S(=O)(=O)N2CCN(C(C)C(=O)NCc3ccc(OC)cc3)CC2)cc1 (centres undefined) | nt | -8% | 32% | 5% | i
COc1ccc(C(C(=O)NCc2ccccc2)N(Cc2ccco2)C(=O)c2cnccn2)cc1 (centres undefined) | 3% | -2% | 7% | -1% | 7.1%
Cc1cc(Cl)ccc1OCCCC(=O)OCC(N)=O | -5% | -5% | 25% | 6% | i
O=C(NCc1cccnc1)c1cc(Cl)ccc1[N+](=O)[O-] | -1% | 5% | -36% | 2% | i
Cc1ccc2c(c1)N(CC(=O)N1CCC(O)CC1)C(=O)CO2 | nt | 9% | nt | nt | i
Clc1ccc(N2CCN(Cc3c[nH]c4ncccc34)CC2)cc1 | -1% | -2% | -7% | -5% | 0.9%
O=C(c1cccc(N2CCCC2=O)c1)N1CCN(c2ccc(F)cc2)CC1 | 1% | 2% | 6% | 2% | 2.2%
CC1CC(CCC(=O)NC(=S)Nc2ccc(S(N)(=O)=O)cc2)C(=O)O1 (centres undefined) | 3% | -15% | 28% | -3% | 2.1%
COc1ccc(OCc2cc(C(=O)NC3CCc4ccccc43)no2)c(Cl)c1 (centres undefined) | -5% | -7% | -3% | -3% | 3.7%
NNC(=O)c1nc(-c2cccc(-n3cccc3)c2)no1 | 2% | 2% | 31% | 3% | 2.1%
CC1=CC(C)(C)NC(=S)N1c1cccc2ccccc12 | -29% | -11% | 20% | 10% | i
Cc1cccc(N2C(=O)C(Cl)=C(N3CCOCC3)C2=O)c1 | -13% | -16% | 57% | 0% | i
CCN(CC)c1ccc(/C=N/N2CC(=O)NC2=S)cc1 | nt | -11% | 45% | -6% | 2.6%
COC(=O)c1[nH]c(C)c(/C(O)=C2\C(=O)C(=O)N(CCN3CCOCC3)C2c2cccnc2)c1C (centres undefined) | -1% | -1% | 9% | -10% | i
Cc1nc(CSc2ccc(Cl)cc2)cc(N2CCOCC2)n1 | 3% | -19% | -3% | 1% | 5.1%
COc1cc2c(C(=O)N3CCN(c4ccccc4)CC3)c(C)oc2cc1Br | -11% | 22% | 34% | 66% | 6.5%
CCOC(=O)c1cn(CC(=O)Nc2ccc(OC)cc2OC)nn1 | 0% | -4% | -6% | 1% | 1.0%
Oc1ccccc1N1CCN(c2ncccn2)CC1 | -1% | -7% | 11% | -15% | 1.6%
CCCCS(=O)(=O)N1CCN(C(=N)N[N+](=O)[O-])CC1 | 7% | nt | -18% | 2% | i

Among those listed so far, these have an NH in an aromatic ring.
SMILES | Salmonella PhoP GFP | H1N1 NS1A inhibition | tuberculosis growth | M. tuberculosis HTS | inhibitors of VEEV | others
O=C(COc1ccc2c(c1)oc(=O)c1ccccc12)N[C@@H](Cc1c[nH]c2ccccc12)C(=O)O | 17% | 2% | 5% | -6% | 1.5%
Clc1ccc(N2CCN(Cc3c[nH]c4ncccc34)CC2)cc1 | -1% | -2% | -7% | -5% | 0.9%
COC(=O)c1[nH]c(C)c(/C(O)=C2\C(=O)C(=O)N(CCN3CCOCC3)C2c2cccnc2)c1C (centres undefined) | -1% | -1% | 9% | -10% | i

Remaining list, next part
SMILES | Salmonella PhoP GFP | H1N1 NS1A inhibition | tuberculosis growth | M. tuberculosis HTS | inhibitors of VEEV | others
O=C(NCC(c1cccs1)N1CCOCC1)C1CCN(S(=O)(=O)c2cc(Cl)ccc2Cl)CC1 (centres undefined) | nt | -9% | nt | nt | 3.6%
C(=C\c1ccccn1)/c1cccnc1 | nt | -5% | nt | nt | 1.3%
CC1CCCN(C(=O)CCCNC(=O)c2ccc(Cl)cc2)C1 (centres undefined) | -1% | -7% | -11% | -26% | 1.0%
CCCOc1ccc(C(=O)NNC(=O)CCNC(=O)c2ccco2)cc1OC | -23% | -2% | -1% | -4% | i
COCCn1c(SCC(=O)Nc2ccc3[nH]c(=O)[nH]c3c2)nc2ccccc21 | nt | 2% | 10% | 4% | 1.2%
Cc1ccccc1CN1CCN(C(=O)c2ccc(S(=O)(=O)NCc3ccco3)cc2)CC1 | nt | -1% | 27% | -3% | 6.5%
Cc1ncsc1C(=O)N1N=C2/C(=C/c3ccc(N4CCOCC4)cc3)CCCC2C1c1ccc(N2CCOCC2)cc1 (centres undefined) | -4% | 11% | 20% | -7% | i | inhibitors of VEEV 10K pilot screen=1.5
COc1ccc(OC)c(C(=O)c2coc3ccc(O)cc23)c1 | -1% | -1% | 7% | -3% | i
Cc1cccc(NNC(=S)Nc2c(C)cccc2C)c1 | 5% | 2% | 3% | 1% | 2.9%
NNC(=S)Nc1ccc(OC(F)(F)F)cc1 | 7% | -1% | ? | ? | i
CCCNS(=O)(=O)c1ccc(OCC(=O)Nc2ccccc2F)cc1 | 0% | 11% | 34% | 2% | 1.4%
O=C(Nc1ccc(N2CCOCC2)cc1N1CCOCC1)c1ccc([N+](=O)[O-])cc1Cl | -2% | 1% | 3% | 8% | 2.6%
O=C(c1cc(-c2ccccc2)on1)N1CCCc2ccccc21 | -11% | -3% | 62% | 1% | 2.9%
c1ccc2c(c1)CC/C2=N/Nc1nc2ccccc2[nH]1 | 14% | 4% | ? | 40% | 8.6%
Cc1cccc(CSc2nc3c(cc2C#N)CN(C)CC3)c1 | 2% | -3% | 25% | ? | i
CCCc1nc(SCc2ccccn2)c2c(=O)n(C)c(=O)n(C)c2n1 | 2% | 2% | 26% | -12% | 7.8%
CCOC(=O)c1cc(-c2ccccc2)n(CC(=O)Nc2ccc(OC)c(OC)c2)c1C | -6% | -12% | -20% | -14% | i
COc1ccc(CSCC(=O)N/N=C/c2ccccc2OCc2ccccc2)cc1 | 2% | -1% | 10% | 8% | i
COc1ccc(Cl)cc1NC(=O)NC(C)c1ccncc1 (centres undefined) | 5% | -25% | 7% | -4% | 1.8%
Cn1cnc2cc(NCc3ccccc3Cl)ccc21 | 0% | -28% | -7% | 2% | 3.3%
O=C(Nc1cccc(F)c1)c1c(O)c2cccc3c2n(c1=O)CCC3 | -10% | nt | 5% | 10% | nt
O=C(NCc1ccc2c(c1)OCO2)c1cc(F)c(F)cc1Cl | -2% | 22% | 25% | 3% | 0.9%
N#Cc1cccc(NC(=O)COC(=O)c2cc(S(=O)(=O)Nc3ccccc3Cl)ccc2O)c1 | nt | 4% | 4% | 6% | i
CCOC(=O)c1sc(NC(=O)c2ccncc2)nc1C | 6% | -7% | -8% | -3% | 3.1%
Cc1c(C(=O)NCc2n[nH]c(=S)n2-c2ccc(F)cc2)cccc1[N+](=O)[O-] | -3% | -12% | 1% | 5% | i
CCCCNC(=O)/C(C#N)=c1\s/c(=C\c2ccccc2OC(F)F)c(=O)n1CCCOC | -6% | -6% | 5% | 0% | 1.8% | inhibitors of VEEV 10K pilot screen=1.3
CN1CCN(CC(=O)Nc2nc(-c3ccccc3)cs2)CC1 | -10% | 9% | 2% | -10% | i
COc1ccccc1NC(=S)N1CCCC1 | 2% | 3% | -2% | -5% | 0.0%
COc1ccccc1CCN=C(N)NS(=O)(=O)c1ccc(C)cc1 | -9% | -10% | 0% | 5% | 0.6%
N#CC1(NC(=O)CSc2nc3ncc(Cl)cc3[nH]2)CCCCC1 | 3% | -3% | 0% | ? | 0.9%
Cc1cc(C)cc(NC(=O)CN2C(=O)NC(C)(c3ccccc3)C2=O)c1 (centres undefined) | 7% | -14% | 6% | -4% | 6.1%
Cc1cccc2sc(NC(=O)c3ccc(NS(=O)(=O)c4cccs4)cc3)nc12 | 2% | -2% | 21% | 12% | 8.2%
CCC(=O)N1CCc2cc(Br)cc(S(=O)(=O)N3CCCC(C(=O)NC(C)(C)C)C3)c21 (centres undefined) | -9% | 3% | 20% | -8% | 7.3%
CCCn1c(=O)cc(N)n(-c2ccc(OC(F)(F)F)cc2)c1=O | -2% | 4% | 6% | -4% | i
Cc1ccccc1C(=O)NCC(=O)NNC(=S)NC(=O)c1ccccc1C | -4% | 3% | -2% | -2% | 2.2%
c1ccc(CCc2ccccc2-c2nc(-c3cccnc3)no2)cc1 | 0% | -23% | 31% | ? | 9.3%
CC(C)[C@H](NC(=O)c1cccc(S(=O)(=O)N2CCOCC2)c1)C(=O)Nc1nc2ccccc2s1 | -5% | -5% | 9% | 0% | i
CN(C)CCNC(=S)Nc1ccccc1Cl | 3% | -7% | -9% | 1% | i
O=C(Cn1cnc2scc(-c3ccc(F)cc3)c2c1=O)N1CCOCC1 | -6% | 3% | -8% | 2% | i
Cc1c(C(=O)N2CCC(C)CC2)sc2ncn(CC(=O)N3CCC(C)CC3)c(=O)c12 | -4% | 3% | 8% | -16% | 2.0%
COc1cccc(NC(=S)NN2C(C)CCCC2C)c1 (centres undefined) | 9% | -1% | 8% | 0% | 0.1%
CCOC(=O)CCCCCC(=O)Nc1ccc2c(c1)CC(=O)N([C@H](C)CO)C[C@@H](C)[C@H](CN(C)Cc1ccc3c(c1)OCO3)O2 | nt | -6% | 26% | 0% | 0.3%
Cc1noc(C)c1C(=O)Nc1nnc(CC(C)C)s1 | 1% | 1% | 11% | -1% | 0.2%
Cc1ccc(S(=O)(=O)N2CCCCC2)cc1C(=O)N1CCN(CCO)CC1 | nt | -8% | -9% | -1% | 3.7%
NC(=O)c1ncn([C@@H]2O[C@H](CNS(=O)(=O)c3cc4ccccc4s3)[C@@H](O)[C@H]2O)n1 | nt | -14% | nt | nt | i
C/C(=N\NC(=O)c1cccnc1)c1ccc(OC2OCCOC2Oc2ccc(/C(C)=N/NC(=O)c3cccnc3)cc2)cc1 (centres undefined) | 10% | -1% | 10% | 10% | 2.6%
CCN(CC)C(=O)c1c(-c2ccccc2)oc2ccc(O)cc12 | -1% | -2% | 30% | -9% | 0.4%
Cc1ccc(-c2nc(=S)c3c(n2Cc2ccco2)CC(C)(C)OC3)cc1 | 3% | -13% | 13% | 13% | 2.9%
O=C(OCCC1Oc2cccnc2NC1=O)c1ccc(F)cc1 (centres undefined) | -15% | 0% | 31% | 4% | 0.2%
COC(=O)c1sccc1NC(=S)N1CCN(c2cccc(C)c2C)CC1 | -1% | 4% | 37% | 2% | 8.6%
CCn1cc(C(=O)NCCCOC)c(=O)c2cc(S(=O)(=O)N3CCCC3)ccc21 | -5% | -5% | 2% | -1% | 0.9%
N#Cc1ccccc1NC(=O)c1cc(=O)c2ccccc2o1 | 9% | 3% | -2% | 4% | 1.2%
ONC(=Nc1ccccc1)C(=Nc1ccccc1)NO | -1% | -3% | -1% | 1% | 1.8%
COc1ccc([C@H]2CC(=O)C=C(c3cccc(C(F)(F)F)c3)C2)cc1 | nt | 3% | 44% | 26% | i
Cc1cccc(OCC(=O)Nc2ccc(CN3CCOCC3)cc2)c1C | 2% | -6% | -10% | -4% | 2.4%
Cc1ccc(N2C(=O)CC(NCc3ccc4c(c3)OCO4)C2=O)cc1Cl (centres undefined) | -10% | -3% | 30% | 1% | i
CC(C)(C)c1ccc(SCCc2ccccn2)cc1 | 5% | -21% | 60% | -2% | 4.1%
Cc1ccc(C)c(CSc2nnc(C)c(=O)n2N)c1 | 3% | 4% | 10% | -3% | i
CCOC(=O)C1=C(N)N(c2ccccc2)C2=C(C(=O)CCC2)C1c1cccnc1 (centres undefined) | -6% | 2% | -11% | -3% | 2.0%

Reprinted at random: 4 records from the list, in no set order.
SMILES | Salmonella PhoP GFP | H1N1 NS1A inhibition | tuberculosis growth | M. tuberculosis HTS | inhibitors of VEEV | others
CCCn1c(=O)cc(N)n(-c2ccc(OC(F)(F)F)cc2)c1=O | -2% | 4% | 6% | -4% | i
CCOC(=O)C1=C(N)N(c2ccccc2)C2=C(C(=O)CCC2)C1c1cccnc1 (centres undefined) | -6% | 2% | -11% | -3% | 2.0%
CCCCS(=O)(=O)N1CCN(C(=N)N[N+](=O)[O-])CC1 | 7% | nt | -18% | 2% | i
CC1CC(CCC(=O)NC(=S)Nc2ccc(S(N)(=O)=O)cc2)C(=O)O1 (centres undefined) | 3% | -15% | 28% | -3% | 2.1%
